SRC3 TRFRET art: flags TR-FRET format artefacts in PPARgamma SRC-3 recruitment agonist screen; TR-FRET artefact counter-screen, PPARgamma/SRC-3 format; hits give high values; TR-FRET ratio at 8 µM; 99,000 compounds, 0.39% hits; in the data active = TR-FRET ratio above about 2000; note: inactives centre near 1600; reference of the scale not given here
SRC1 TRFRET art: flags TR-FRET format artefacts in PPARgamma SRC-1 recruitment agonist screen; AID 1051; 99,000 compounds, 0.34% hits; TR-FRET detection artefact counter-screen, emission ratio; hits give high values; TR-FRET ratio at 8 µM; in the data active = TR-FRET ratio above about 2300; note: inactives centre near 1800; reference of the scale not given here
The depositor's hits bear a star. Not all compounds are listed, so the mix of outcomes need not match the whole.

SMILES	SRC3 TRFRET art	SRC1 TRFRET art
COCCNC(=O)C(=O)N/N=C(\C)CC(=O)Nc1ccc2c(c1)OCO2	1409	1869
CC1(C)Cc2c(sc3nc(-c4ccccc4)oc(=O)c23)CO1	1566	1808
C=CCn1c(=NC(=O)CN2C(=O)CCC2=O)sc2cc(S(N)(=O)=O)ccc21	1505	1646
O=c1oc2ccccc2c(O)c1/C=N/c1ccccn1	1620	1629
Cc1c(NC(=O)c2ccc3c(c2)C(=O)N(Cc2ccco2)C3=O)cccc1C(=O)O	1767	1733
Cc1ccc(OCC(=O)N/N=C2/SCC(=O)N2Cc2ccccc2)cc1	1634	1987
Cn1c(-c2sccc2OCc2cccc(C(F)(F)F)c2)n[nH]c1=S	1532	1751
Fc1ccc(C2c3cccn3CCN2C(=S)Nc2cccc(Br)c2)cc1 (centres undefined)	1746	1757
Cc1ccc(CS(=O)(=O)c2nsc(C)c2C#N)cc1	1544	1911
CCC1CCCCN1C(=O)CSc1nc(N)c(NC(=O)c2ccco2)c(=O)[nH]1 (centres undefined)	1399	1584
Cc1cc(C)n(-c2ccc(C(=O)NC3CCCCC3)cc2)n1	1556	1698
CC(O)CNCCOc1ccccc1OCc1ccccc1 (centres undefined)	1609	1829
CC/C(=N\NC(=O)c1cc(C)nc2ccccc12)c1ccc(C)s1	1459	1636
CCCCCC(=O)Nc1ccc(-c2cn3cccnc3n2)cc1	1591	2036
NNC(=O)[C@@H]1C[C@@H]1c1ccccc1	1559	1907
CCOC(=O)CSc1nnc(CNC(=O)c2ccc(S(=O)(=O)N3CCOCC3)cc2)n1C	1556	1631
CCNC(=O)CN(c1ccc(Br)c(C)c1)S(C)(=O)=O	1520	1735
COC(=O)c1cc(C(=O)OC)[nH]n1	1466	1691
COc1ccccc1/C=C/C(=O)OCCN1CCOCC1	1652	1612
CC(=O)N(C(C)=O)N1C(=O)C2C3c4ccccc4C(c4ccccc43)C2C1=O (centres undefined)	1450	1699
Cc1cccc(N2C(=O)CC(SC(N)=Nc3ccccc3)C2=O)c1 (centres undefined)	1613	1455
BrC(=C\c1ccccc1)/C=N/N1CCN(c2ccccc2)CC1	1689	1859
Cc1ccc(NC(=O)c2nc[nH]c2C(=O)N[C@@H](C)c2ccccc2)cc1	1606	1763
COc1ccc(C(C)C)cc1S(=O)(=O)Nc1ccncc1	1429	1654
COc1ccc(N/C=C(\C(C)=O)c2ccc(OC)c(OC)c2)cc1OC	1668	1911
CCOc1ccccc1NC(=O)C1CCN(C(=O)c2cccs2)CC1	1513	1769
Cc1cccc(OCC(O)CN2CCN(C3CCCCC3)CC2)c1 (centres undefined)	1419	1928
O=C(COC(=O)c1cc([N+](=O)[O-])ccc1NCCO)Nc1ccc2c(c1)OCO2	1285	1861
CC(=O)NNC(=S)NC(=O)c1cccc([N+](=O)[O-])c1	1846	1965
CCNC(=O)C(=O)NCc1ccncc1	1651	1616
Cc1ccc(CNC(=O)CC2Sc3ccccc3NC2=O)cc1 (centres undefined)	1459	1617
COc1ccc(C=O)cc1Cn1cnc2c(cnn2C)c1=O	1728	2047
O=C(COC(=O)CCc1c[nH]c2ccccc12)Nc1cc([N+](=O)[O-])ccc1Cl	1572	1771
Cc1cccc(-n2nnnc2SCC(=O)c2cc(C)n(CC3CCCO3)c2C)c1 (centres undefined)	1399	1936
CCCC(c1nnnn1Cc1ccc(F)cc1)N1CCN(CC)CC1 (centres undefined)	1403	1698
Cc1cc(C)nc(Oc2ccc([N+](=O)[O-])cc2)n1	1410	1644
CCOc1cc(CN2CCN(C(=O)c3ccco3)CC2)ccc1OC	1542	1892
CCc1cc2c(=O)n3c(nc2s1)-c1[nH]c2ccc(OC)cc2c1CC3	1616	1731
CCOC(=O)C1C(=O)N(O)CC1c1cccc(Oc2ccccc2)c1 (centres undefined)	1582	1644
O=C(Nc1ncc(Cc2ccc(C(F)(F)F)cc2)s1)c1ccc(-c2cccc([N+](=O)[O-])c2)o1	1620	1764
Nc1nc(-c2nonc2N)no1	1670	1880
O=c1ccc2ccccc2o1	1569	1754
CCOC(=O)c1cc2c(nc1NC(=S)Nc1ccccc1)CC(C)(CC)OC2 (centres undefined)	1652	1912
COc1ccc2c(CCNC(=O)c3ccc([N+](=O)[O-])cc3)c[nH]c2c1	1698	1971
O=C(CNC(=O)c1ccccc1)N/N=C/c1cn[nH]c1-c1ccccc1	1640	1960
CC1CCN(CCOCCSc2ccc(Cl)cc2)CC1	1478	1928
C#CCNC(=O)C1=C[C@@H](c2ccc(Br)cc2)C[C@@H](OCCCCO)O1	1454	1676
O=C1c2ccccc2NC(c2ccco2)N1/N=C/c1ccco1 (centres undefined)	1622	1567
Cc1cccc(NC(=O)COC(=O)c2cc(C)oc2C)c1	1537	1939
O=C1/C(=C/c2ccco2)CCc2ccccc21	1653	1655
CCOC(=O)CSc1ccc(S(=O)(=O)N2CCCCC2)cc1[N+](=O)[O-]	1682	1954
O=C(CCc1ccccc1)NCCSCc1c(F)cccc1Cl	1467	1671
Cc1c(C(=O)N2CCOCC2)sc2ncn(CC(=O)N3CCC(C)CC3)c(=O)c12	1687	1765
COc1ccc(C(=O)NNC(=O)Cn2nnc(-c3ccc(OC)c(OC)c3)n2)cc1	1615	1764
CCOC(=O)C1=C(C)OC(N)=C(C#N)C1c1cncc(-c2ccc(F)cc2)c1 (centres undefined)	1599	1870
COc1ccc(CNC(=O)c2cnn3c(C(F)F)cc(C)nc23)cc1OC	1631	1899
COCCNC(=O)CN(Cc1cccs1)C(=O)CCC(=O)Nc1nccs1	1600	2070
CCc1ccc(NC(=S)NC(=O)CC(C)C)cc1	1649	1826
Cc1c(Cc2ccccc2)c(=O)oc2c(C)c(OCC(=O)Nc3ccc(C#N)cc3)ccc12	1765	1561
O=C(c1ccco1)N1CCN(Cc2cn[nH]c2-c2ccc(F)cc2F)CC1	1544	1694
Later entries
SMILES	SRC3 TRFRET art	SRC1 TRFRET art
CC(C)N(C(=O)COC(=O)c1cncc(Br)c1)C(C)C	1391	1475
O=C(NN1C(=O)c2ccccc2NC1c1ccco1)c1ccc([N+](=O)[O-])cc1 (centres undefined)	1515	1865
C[C@@H](c1ncncc1F)[C@](O)(Cn1cncn1)c1ccc(F)cc1F	1612	1936
COc1ccc(CCNC(=O)Cn2cc(C(F)(F)F)cc(Cl)c2=O)cc1OC	1422	1819
CC1(C)Cc2nc3oc4c(=O)n(CC(=O)Nc5ccccc5)cnc4c3cc2CO1	1731	1781
COC(=O)CC1C(=O)NCCN1C(=S)NC(=O)c1ccccc1[N+](=O)[O-] (centres undefined)	1576	1681
CC(C)(C)OC(=O)N1CC=C2C(C#N)=C(N)C(C#N)(C#N)C(c3cccs3)C2C1 (centres undefined)	1706	1572
Cc1ccc(S(=O)(=O)N(C)C)cc1N	1711	1863
COc1ccc(/C=N/c2oc(C)c(C)c2C#N)c(OC)c1	1429	1760
CCOC(=O)C1=C(C)N(CC(C)C)C(=O)C1	1423	1715
CCN1CCN(c2cc(C)c3cc(NC(=S)N4CCN(c5ccccc5)CC4)ccc3n2)CC1	1680	2127
O=C(O)c1cccc(Oc2ncnc3sc4c(c23)CCCC4)c1	1570	2085
CCc1ccc(-n2c(SCC(=O)Nc3cccc(S(=O)(=O)NC4=NCCCCC4)c3)nc3ccccc3c2=O)cc1	1653	1667
Cc1ccc(NC(=O)C2(N(CC(C)C)C(=O)Cn3nnnc3N)CCCCC2)cc1	1639	2049
CCN(Cc1cc(=O)n2ccsc2n1)c1cccc2ccccc12	1545	1795
COc1cc(C2N(c3ccccc3)CCN2c2ccccc2)ccc1OC(C)=O	1773	1775
O=C1NC(c2ccccc2)=CC(c2ccccc2)N1 (centres undefined)	1544	1795
CC(C)(C)NC(=O)COC(=O)c1ccc(Cl)cc1O	1479	1730
CCN1CCCc2cc(CN(CCN3CCOCC3)C(=S)Nc3ccc(OC)c(OC)c3)ccc21	1581	1754
O=C(Nc1cccc(-c2cnc3ccccc3n2)c1)c1ccncc1	1444	1689
CN(C)S(=O)(=O)c1cccc(NC(=S)NCCc2ccccn2)c1	1634	1727
Cc1ccc(NC(=O)c2cc(=O)c3ccccc3o2)cc1S(=O)(=O)N1CCCCC1	1537	2154
COC(=O)[C@@]1(Cc2ccc(OC)cc2)[C@H]2c3cc(C(=O)N(C)C)n(CCc4ccc(OC)c(Br)c4)c3C[C@H]2CN1C(=O)c1ccccc1	1446	1504
COC(=O)Nc1ccc(S(=O)(=O)Nc2ccc(C(=O)O)cc2)cc1	1542	1751
O=C(COC(=O)CNS(=O)(=O)c1c(Cl)cccc1Cl)Nc1ccccc1Sc1ccccc1	1714	1971
O=C(COC(=O)c1ccc2c(c1)C(=O)N(c1cccc3ncccc13)C2=O)c1ccc(Cl)cc1	1554	1682
c1ccc(-c2cc(N3CCCCC3)c3ccccc3n2)cc1	1562	1937
CC1=C(c2ccc(Cl)cc2)[N+](=O)C(C)(C)N1[O-]	1680	1879
Cc1cc(C)cc(NC(=S)N2CCC(NC(=O)c3ccccc3C)CC2)c1	1461	1806
O=c1[nH]c(Cc2ccccc2)nc2ccccc12	1620	1800
N#Cc1ccsc1NC(=O)CN(Cc1ccccc1)Cc1ccccc1	1594	1810
Cc1ccc(N2CCN(S(=O)(=O)N(C)C)CC2)c(C)c1	1297	1749
CN(C)c1ccc(-c2nnc(-c3cccs3)o2)cc1	1445	1555
CN(CC(=O)Nc1ccc(N2CCOCC2)cc1)CC(=O)Nc1ccc([N+](=O)[O-])cc1Br	1462	1811
O=C(CN1C(=O)C2C3C=CC(C4CC34)C2C1=O)Oc1ccccc1 (centres undefined)	1551	1682
Cc1ccc(S(=O)(=O)N2CCCCC2)cc1NC(=O)C1CC(=O)N(Cc2ccccc2)C1 (centres undefined)	1569	1802

An excerpt from above in order of molar mass, lowest first:
SMILES	SRC3 TRFRET art	SRC1 TRFRET art
O=C1NC(c2ccccc2)=CC(c2ccccc2)N1 (centres undefined)	1544	1795
CN(C)c1ccc(-c2nnc(-c3cccs3)o2)cc1	1445	1555
c1ccc(-c2cc(N3CCCCC3)c3ccccc3n2)cc1	1562	1937
Cc1ccc(N2CCN(S(=O)(=O)N(C)C)CC2)c(C)c1	1297	1749
O=C(CN1C(=O)C2C3C=CC(C4CC34)C2C1=O)Oc1ccccc1 (centres undefined)	1551	1682
O=C(Nc1cccc(-c2cnc3ccccc3n2)c1)c1ccncc1	1444	1689
COC(=O)Nc1ccc(S(=O)(=O)Nc2ccc(C(=O)O)cc2)cc1	1542	1751
N#Cc1ccsc1NC(=O)CN(Cc1ccccc1)Cc1ccccc1	1594	1810
CN(C)S(=O)(=O)c1cccc(NC(=S)NCCc2ccccn2)c1	1634	1727
Cc1cc(C)cc(NC(=S)N2CCC(NC(=O)c3ccccc3C)CC2)c1	1461	1806
Cc1ccc(NC(=O)c2cc(=O)c3ccccc3o2)cc1S(=O)(=O)N1CCCCC1	1537	2154
Cc1ccc(S(=O)(=O)N2CCCCC2)cc1NC(=O)C1CC(=O)N(Cc2ccccc2)C1 (centres undefined)	1569	1802
O=C(COC(=O)c1ccc2c(c1)C(=O)N(c1cccc3ncccc13)C2=O)c1ccc(Cl)cc1	1554	1682
CCN1CCCc2cc(CN(CCN3CCOCC3)C(=S)Nc3ccc(OC)c(OC)c3)ccc21	1581	1754
CN(CC(=O)Nc1ccc(N2CCOCC2)cc1)CC(=O)Nc1ccc([N+](=O)[O-])cc1Br	1462	1811
O=C(COC(=O)CNS(=O)(=O)c1c(Cl)cccc1Cl)Nc1ccccc1Sc1ccccc1	1714	1971
COC(=O)[C@@]1(Cc2ccc(OC)cc2)[C@H]2c3cc(C(=O)N(C)C)n(CCc4ccc(OC)c(Br)c4)c3C[C@H]2CN1C(=O)c1ccccc1	1446	1504

Carrying on.
SMILES	SRC3 TRFRET art	SRC1 TRFRET art
COC(=O)c1ccc(COC(=O)c2cnccn2)cc1	1516	1862
COCc1cc(C)n(CC(=O)Nc2cccc(C)c2)c(=O)c1C#N	1731	2008
COc1cc(/C=C(\C#N)c2nc3ccc(C)cc3[nH]2)cc([N+](=O)[O-])c1O	1668	1841
Cn1nc(C(C)(C)C)c([N+](=O)[O-])c1C(=O)NCCO	1540	1658
CC(C)(C)c1ccc(OCC(=O)N2CCCCCC2)c(Br)c1	1376	1701
CN(C)c1ccc([N+](=O)[O-])cc1C(=O)O	1675	1712
O=C(OCc1nc2scc(-c3ccccc3)c2c(=O)[nH]1)c1cc([N+](=O)[O-])ccc1Cl	1671	1816
COC(=O)c1ccc(NC(=S)NC2CCCCC2C)cc1 (centres undefined)	1735	1700
COc1cc(/C=N/NC(=O)c2ccncc2)ccc1Oc1ccc([N+](=O)[O-])cn1	1466	1904
CCOC(=O)c1cnc(SC)nc1N1CCCC1	1440	1751
Cc1cc(C)c2nc(NNC(=O)c3ccc(S(=O)(=O)N4CCc5ccccc5C4)cc3)sc2c1	1706	1742
COc1cccc(N2C(C(C)=O)=NN(c3ccccc3)C2c2ccc(N3CCOCC3)cc2)c1 (centres undefined)	1414	1512
COc1ccccc1N1CCN(C(=O)Nc2ccc([N+](=O)[O-])cc2)CC1	1732	1804
O=C1CC(=O)N2N=C(c3ccc([N+](=O)[O-])cc3)SC2=N1	1371	1799
S=C(NCCCc1ccccc1)Nc1ccccc1Cl	1426	1585
Cc1cc(N(C)C)ccc1[N+](=O)[O-]	1473	2029
CC(C)CSc1nc2ccccc2[nH]1	1457	1730
CC(=O)c1ccc(-c2cccs2)s1	1824	2050
O=C(COC(=O)Cn1cnc2ccccc21)Nc1cccc(S(=O)(=O)N2CCOCC2)c1	1688	1488
O=C(Nc1cccc(Cl)c1Cl)c1cc(S(=O)(=O)NCCc2ccccc2)ccc1F	1614	1738
COc1ccc(C(CC(=O)O)NC(=O)COc2cc(C)ccc2C)cc1OC (centres undefined)	1412	1610
O=C(c1c(F)cccc1F)N1CCCC1	1709	1889
COc1cccc(/C=N/NC(=O)CN(C2=NS(=O)(=O)c3ccccc32)c2ccccc2)c1	1634	1544
CCN(C(=O)CSc1nnc(Nc2ccccc2)s1)C1CCS(=O)(=O)C1 (centres undefined)	1368	1454
S=c1[nH]nc(-c2ccco2)n1/N=C/c1ccc(Cl)cc1	1642	2066
COC(=O)C1=NN[C@H](C(=O)OC(C)(C)C)[C@H]1c1ccccc1	1547	1867
O=C(Nc1ccc2oc(-c3ccccc3)nc2c1)c1cc(-n2cnnc2)ccc1Cl	1656	1827
